# 12-LOX inh = Primary qHTS assay for inhibitors of human arachidonate 12S-lipoxygenase (ALOX12): Round 2. Polyunsaturated fatty acid lipoxygenase ALOX12 (Homo sapiens), P18054. purified 12hLO, xylenol orange hydroperoxide absorbance. Potency, µM (top dose mostly 108 µM), without a hit: top-dose activity change, negative = inhibition, usual class: inhibitors. hit rate 1.1% among 580,000; note: potency is the fitted concentration of half-maximal effect; % is set by controls: 0 for no effect and ±100 for the full control effect
#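 Purified human 12hLO (150 nM final) in 25 mM Hepes, 0.01% Triton X-100, pH 7.0 was preincubated 15 min at room temperature with compound. Then 40 uM arachidonic acid was added, 30 min. Hydroperoxide was read by Fe-XO absorbance ratio 573/405 nm.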
# Vif-APOBEC3F blk = qHTS for Inhibitors of Vif-A3F Interactions: qHTS. HeLa A3F-eYFP + Vif (tagged APOBEC3F with the HIV-1 protein that degrades it), YFP fluorescence increase. Potency, µM (doses to about 46.1 µM), without a hit: top-dose activity, negative = active. hit rate 0.2% among 390,000. AID 602313, 2012; note: potency is the fitted concentration of half-maximal effect; % of control where 0% means no effect; nearly all actives have a fitted effect of over 65% in size
#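 Fluorescence increase (Ex 488/Em 500-530) after overnight compound treatment at 37 deg C flags inhibition of Vif-driven A3F-eYFP loss in stable HeLa A3F-eYFP/Vif cells seeded overnight beforehand.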
# Glioma ERSR ind = qHTS for Inducers of the Endoplasmic Reticulum Stress Response (ERSR) in Human Glioma: qHTS | U87-MG GRP78 promoter luciferase reporter, 16 h | Potency, µM, inactives show top-dose activation, usual class: activators | hit rate 0.02% among 420,000; note: potency is the fitted concentration of half-maximal effect; series mostly up to about 76 µM; % of control where 0% means no effect; nearly all actives have a fitted effect of over 35% in size
#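 Stably transfected U87-MG glioma cells carrying a GRP78-based luciferase sensor; 16 h compound incubation. Luminescence end-point read 10 min after Bright-Glo addition at room temperature.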
# RGS4 inhibitor = Inhibitors of Regulator of G Protein Signaling (RGS) 4: qHTS; Regulator of G-protein signaling 4 (Homo sapiens), P49798; Transcreener GDP fluorescence polarization, RGS4-accelerated GTP hydrolysis; Potency, µM (top dose mostly 114 µM), inactives show at the highest dose activity change, negative = inhibition, most hits filed as inhibitors; hit rate 0.039% among 390,000; note: potency is the fitted concentration of half-maximal effect; % is set by controls: 0 for no effect and ±100 for the full control effect; nearly all actives have a fitted effect of over 75% in size; some results filed as inactive show a strong effect at the top dose
# Target sequence (P49798 whole entry, looked up): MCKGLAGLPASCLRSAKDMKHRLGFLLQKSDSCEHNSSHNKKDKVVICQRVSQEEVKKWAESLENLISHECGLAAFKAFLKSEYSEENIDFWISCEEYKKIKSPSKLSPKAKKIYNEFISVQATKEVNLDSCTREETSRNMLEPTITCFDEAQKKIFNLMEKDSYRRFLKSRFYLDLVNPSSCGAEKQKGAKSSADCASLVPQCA
#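 MLSMR compounds (23 nl, pin-transferred) preincubated 10 min at room temperature with a 500nM (2x) first reagent, then RGS4 at 900nM (2x) plus Transcreener GDP mix added; fluorescence polarization (620/688 nm) read before and after 90 min at 30 °C.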
# Vif-APOBEC3G blk = qHTS for Inhibitors of Vif-A3G Interactions: qHTS; AID 602310, 2012; hit rate 0.076% among 410,000; DNA dC->dU-editing enzyme APOBEC-3G (Homo sapiens), Q9HC16; HeLa A3G-eYFP + Vif (tagged APOBEC3G with the HIV-1 protein that degrades it), YFP fluorescence, overnight; Potency, µM (highest dose often 46.1 µM), without a hit: at the highest dose activity, negative = active, actives largely listed as inhibitors;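 note: potency is the fitted concentration of half-maximal effect; % is set by controls: 0 for no effect and ±100 for the full control effect; nearly all actives have a fitted effect of over 60% in size; hits raise eYFP signal because A3G escapes Vif-driven loss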
# Target sequence (Q9HC16 whole entry, looked up): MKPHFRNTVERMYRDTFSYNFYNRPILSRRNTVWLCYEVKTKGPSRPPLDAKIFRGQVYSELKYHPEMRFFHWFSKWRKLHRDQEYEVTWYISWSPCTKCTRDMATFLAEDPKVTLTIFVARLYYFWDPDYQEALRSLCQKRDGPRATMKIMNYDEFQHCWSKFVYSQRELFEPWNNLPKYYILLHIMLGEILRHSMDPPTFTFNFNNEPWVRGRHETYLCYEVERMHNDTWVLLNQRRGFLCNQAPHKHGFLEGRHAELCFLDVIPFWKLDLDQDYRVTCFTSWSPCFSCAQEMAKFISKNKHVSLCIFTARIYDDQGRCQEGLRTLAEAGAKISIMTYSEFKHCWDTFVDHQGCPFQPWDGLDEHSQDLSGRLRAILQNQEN
#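 Read-out is eYFP fluorescence (Ex 488/Em 500-530) from Vif-expressing HeLa A3G-eYFP cells; more signal means A3G escaped Vif-mediated degradation. Cells plated overnight, compound pinned in, incubated overnight at 37 deg C.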
# D2 antag = HTS Assay for Allosteric Antagonists of the Human D2 Dopamine Receptor: Primary Screen for Antagonists. D(2) dopamine receptor (Homo sapiens), P14416. HEK293 TREx D2 cells, calcium flux, dopamine EC80. inhibition, % at 10 µM. hit rate 2% among 340,000; in the data active = inhibition above about 30%; note: 0% is about no effect
#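 Tetracycline-induced HEK293 T-REx cells expressing D2 force-coupled to calcium signalling were dye-loaded, exposed to compound for 180 s, then challenged with an EC80 of dopamine; calcium flux was followed kinetically for a further 180 s.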
# D2 agonist = HTS Assay for Allosteric Agonists of the Human D2 Dopamine Receptor: Primary Screen for Agonists. HEK293 T-REx D2 cells, calcium flux agonist mode. activation, % at 2 µM. hit rate 0.53% among 340,000. AID 485358, 2010;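 active = activation over 3 SD above normal in the single-dose calcium agonist read, cut at about 30% in these data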; note: 0% is about no effect
#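 Tetracycline-induced HEK293 T-REx cells with force-coupled D2 receptor, plated overnight at 30 C, loaded with no-wash calcium dye. After a 10 s baseline, compound was pin-added and calcium flux read kinetically for 180 s; calcium rises flagged agonists.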
# ERG-DNA inh = qHTS for Small Molecule Inhibitors of the ERG Ets/DNA interaction; fluorescence polarization, His-ERG Ets domain / labelled DNA; Potency, µM (series often up to 76.9 µM), inactives show at the top dose FP activity, negative = inhibition, usual class: inhibitors; hit rate 0.028% among 370,000; AID 624246, 2012; active = well fitted inhibition curve with a large enough effect in the polarisation, with a control signal flat; inconclusive = small, poorly fitted or top-dose-only effect, or effect the other way, or a change in a side signal; inactive = no such curve, though single readings can be large or run the other way; the % refers to the polarisation;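 note: polarization taken with two DNA probes labelled with fluorescein and Texas red; potency is the fitted concentration of half-maximal effect; % of control where 0% means no effect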
# Target sequence (P11308 whole entry, looked up, the tested form may be a part): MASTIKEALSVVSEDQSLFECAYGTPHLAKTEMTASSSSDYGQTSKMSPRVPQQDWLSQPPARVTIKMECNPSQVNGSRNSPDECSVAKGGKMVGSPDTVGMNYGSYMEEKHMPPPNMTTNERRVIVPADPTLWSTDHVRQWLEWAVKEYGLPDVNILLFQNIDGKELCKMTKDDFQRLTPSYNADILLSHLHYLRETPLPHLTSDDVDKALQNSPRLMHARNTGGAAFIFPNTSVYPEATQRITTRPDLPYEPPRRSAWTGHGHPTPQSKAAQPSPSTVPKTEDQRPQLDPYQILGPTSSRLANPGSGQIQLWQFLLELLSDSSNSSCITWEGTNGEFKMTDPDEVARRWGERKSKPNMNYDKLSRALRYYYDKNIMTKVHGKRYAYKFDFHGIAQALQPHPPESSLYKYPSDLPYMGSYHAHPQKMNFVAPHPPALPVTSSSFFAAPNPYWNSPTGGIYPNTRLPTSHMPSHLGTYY
#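 His-tagged ERG Ets domain (1 uM in the protein solution; 300mM KCl, 50mM Tris-HCl, 1mM EDTA, 1mM DTT, pH 7.5) received compound, then a probe mix of 5 nM fluorescein-DNA and 100nM Texas-615-DNA. Fluorescence polarization was read for both dyes.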
# LDHA inh = qHTS assay for inhibitors of human lactate dehydrogenase; activity change, % (values are at about 110 or 230 µM); hit rate 0.15% among 480,000; purified LDHA, NADH/diaphorase-resazurin fluorescence; active compounds read low; in the data active = activity change below about -30%; inconclusive = mostly about -25% to -30%;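 note: plate controls were DMSO wells for no effect and wells without enzyme for full effect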
#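 Enzyme activity of human lactate dehydrogenase 5 (2 nM; 0.06 mM NADH, 0.2 mM pyruvate, 5 min, RT) is measured via a resazurin/diaphorase fluorescence readout of residual NADH.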
# Numbers without * were called inactive; ? = inconclusive; . = no result given; & = joins results of further samples; [ ] = remark or other dose. Unless noted, calls come from the whole dose curve; as a rule, active = well fitted curve in the direction sought with a large enough effect; inconclusive = small, poorly fitted or top-dose-only effect, or another doubt; inactive = no such curve, though single readings can be large; an effect the other way counts as inactive or inconclusive.
SMILES,12-LOX inh,Vif-APOBEC3F blk,Glioma ERSR ind,RGS4 inhibitor,Vif-APOBEC3G blk,D2 antag,D2 agonist,ERG-DNA inh,LDHA inh
O=C(OCC(=O)N1CCCC1)c1c(Cl)ccc(Cl)c1Cl,-10%,?,6%,9%,-6%,0,0.6,-4%,-4
COc1ccc(Nc2c3c(nc4nncn24)CCC3)cc1OC,-21%,.,.,0%,.,.,1.2,2%,-13
O=C(O)Cn1cnc2sc3c(c2c1=O)CCCC3,-16%,14%,-1%,16%,1%,.,.,-1%,-6
COc1ccc(C(CNC(=O)C(=O)Nc2ccc3c(c2)OCCO3)N2CCN(C)CC2)cc1 (configuration not stated),-13%,-18%,-1%,14%,1%,-9,0.6,6%,1
Cc1c(C(=O)NC(C)C2CC3CCC2C3)cccc1[N+](=O)[O-] (configuration not stated),-28%,1%,0%,-20%,-1%,-11,0.6,7%,-2
S=c1[nH]nc(CSCCOc2ccccc2)o1,?,-4%,-5%,?,-1%,-18,-2.4,?,-3
C=CCNC(=S)N1CCC(C(=O)c2ccc3c(c2)OCCO3)CC1,42%[activator],12%,0%,-3%,-2%,14,0.8,2%,0
COc1ccc(NC(=O)c2c[nH]c(=O)n(-c3ccc(C)c(C)c3)c2=O)c(OC)c1,11%,1%,-4%,-1%,5%,.,.,-6%,-1
CCCn1c(=O)c2ccccc2n2c(SCC(=O)N3CCc4ccccc4C3)nnc12,-14%,2%,-3%,-23%,-2%,6,-0.5,-1%,0
COc1cccc(CN(C)CC(=O)NCc2ccccc2Cl)c1,3%,4%,-2%,-16%,0%,-1,-1.2,0%,-8
Cn1c(SCc2nc(-c3cccs3)no2)nnc1C1CCCCC1,95%,-5%,2%,-6%,5%,-1,3.1,9%,0
CCOC(=O)/C(C#N)=C/C=C1\C=Cc2ccccc2N1CC,-2%,4%,2%,-24%,-1%,-4,3.3,37%[activator],0
O=C(CN1C(=O)S/C(=C\C=C\c2ccccc2)C1=O)N1CCOCC1,0%,1%,-4%,-19%,-4%,1,0.6,2%,5
CCc1nc(SCC(=O)NCCc2ccccc2)c2oc3ccccc3c2n1,0%,-2%,-4%,-6%,0%,-3,0.1,0%,-4
COc1ccc(CCNC(=O)c2ccc3c(c2)CCN3S(=O)(=O)c2ccc(C)cc2)cc1OC,4%,1%,-2%,-35%,2%,.,0.1,0%,0
Cc1cc(NC(=O)CC2(CC(=O)O)CCCC2)n(C)n1,26%,13%,-10%,-11%,-1%,1,1.5,4%,-5
CCSc1nnc(NC(=O)COc2ccc(Cl)cc2)s1,341%[activator],0%,-2%,-15%,3%,7,0.7,4%,-5
CC[C@@H](C)[C@H](CN[C@H](CNC)C(C)C)NC[C@@H](C)c1ccc(CC(C)C)cc1,-12%,5%,-12%,-12%,-7%,10,0.5,-9%,-3
COc1ccc(-c2noc(CSc3nc(-c4ccccc4)cc(=O)[nH]3)n2)cc1,.,0%,4%,-37%,0%,.,.,-1%,-17
O=C(Cn1cnc2ccc(Cl)cc2c1=O)c1cccs1,0%,-2%,2%,-8%,-10%,.,.,-7%,-6
O=C(COc1ccc(S(=O)(=O)N2CCCCC2)cc1)NCc1ccccn1,0%,1%,-6%,4%,0%,-21,1.1,7%,-6
O=C(NC1CC1)c1ccc(CS(=O)c2ccc(Br)cc2)o1 (configuration not stated),8%,-1%,6%,-5%[56.9 µM],0%,0,-1.0,-8%,-2
Cc1cc(C)cc(NC(=O)c2cc3c(=O)n4ccccc4nc3s2)c1,-23%,5%,-5%,12%,-3%,-6,-0.5,-10%,-15
COC(=O)c1ccc(CNC(=O)COC(=O)CCC2CCCC2)cc1,-13%,4%,0%,24%,-1%,-6,-0.8,-5%,-9
Cn1nnnc1SCC(=O)C(C)(C)C,0%,4%,1%,-10%,-8%,-10,-0.2,-14%,-7
CC(=O)N1CCN(c2ccc(N)cc2)CC1,-8%,4%,-1%,-24%,-1%,-16,-0.3,.,2&12
Fc1ccc(Nc2c(-c3c[nH]c4ccccc34)nc3ccccn23)cc1,?,-25%,0%,16%,-10%,.,-0.1,2%,-4
C/C(=N\NC(=O)c1cccc(S(=O)(=O)N2CCOCC2)c1)c1ccc(OCC(=O)N(C)C)cc1,-25%,5%,-4%,-22%,-3%,2,0.9,0%,-10
O=C(CSc1nnc(-c2ccccc2Cl)o1)Nc1ccccn1,4%,0%,-9%,3%,1%,-1,-1.8,2%,-1
CCCSC1=C(C#N)C2(CCCCC2)C(C#N)=C(N)N1,-27%,0%,5%,2%,0%,3,0.5,4%,-12
Cc1ccc(C(=O)CSc2nn3c(=O)c(C(C)(C)C)nnc3s2)cc1,13%,-16%,-1%,-13%,0%,4,-1.7,-16%,-4
COc1ccc(NC(=O)N2CCCC2C(=O)Nc2ccccc2)cc1 (configuration not stated),22%,5%,-5%,3%,0%,-3,-0.4,1%,3
COc1ccc(-c2ccc(CN3C(C)C(=O)N(Cc4cn(CCC5OCCO5)nn4)CCS3(=O)=O)cc2)cc1OC (configuration not stated),8%,0%,-1%,.,1%,.,.,.,-7
COc1ccc(/C=C2\SC(=S)N(CC(=O)NCCO)C2=O)cc1,?,1%,2%,-13%,-1%,10,0.2,?,-4
Cc1cc(C)n(CCCNC(=O)C(C)(C)Oc2ccc(Cl)cc2)n1,13%,-1%,-3%,-13%,2%,31*,0.0,.,-9
CCc1c(C#N)c(SCc2c(C)noc2C)nc2c1C(=O)CC(C)(C)C2,-24%,-28%,-1%,-24%,-1%,.,.,7%,2
CCCCN1C=C(C(=O)OCC)C(=O)CC1,2%,-1%,-1%,1%,1%,.,.,0%,-15
CCn1cc(C(=O)N[C@@H](C)C(=O)OC)c(=O)c2cc3c(cc21)OCO3,?,0%,-8%,1%,3%,44*,0.9,2%,0
COc1ccc(-c2csc(NC(=O)CN3C(=O)C4CCCCC4C3=O)n2)cc1OC (configuration not stated),?,1%,-3%,2%,-4%,19,4.4,5%,-4
CCCCc1nc2ccccc2c(NC(=O)CN2CCCC2)c1CCC,?,-1%,-3%,0%,1%,.,.,.,-35*

# An excerpt of these results, as tab-separated lines.
structure	12-LOX inh	Vif-APOBEC3F blk	Glioma ERSR ind	RGS4 inhibitor	Vif-APOBEC3G blk	D2 antag	D2 agonist	ERG-DNA inh	LDHA inh
Fc1ccc(Nc2c(-c3c[nH]c4ccccc34)nc3ccccn23)cc1	?	-25%	0%	16%	-10%	.	-0.1	2%	-4
C/C(=N\NC(=O)c1cccc(S(=O)(=O)N2CCOCC2)c1)c1ccc(OCC(=O)N(C)C)cc1	-25%	5%	-4%	-22%	-3%	2	0.9	0%	-10
O=C(CSc1nnc(-c2ccccc2Cl)o1)Nc1ccccn1	4%	0%	-9%	3%	1%	-1	-1.8	2%	-1
CCCSC1=C(C#N)C2(CCCCC2)C(C#N)=C(N)N1	-27%	0%	5%	2%	0%	3	0.5	4%	-12
Cc1ccc(C(=O)CSc2nn3c(=O)c(C(C)(C)C)nnc3s2)cc1	13%	-16%	-1%	-13%	0%	4	-1.7	-16%	-4

# (listing goes on)
SMILES,12-LOX inh,Vif-APOBEC3F blk,Glioma ERSR ind,RGS4 inhibitor,Vif-APOBEC3G blk,D2 antag,D2 agonist,ERG-DNA inh,LDHA inh
CCn1nnc2cc(C(=O)Nc3cccc(S(=O)(=O)N(C)C)c3)ccc21,0%,14%,-1%,12%,8%,11,0.0,-5%,0
c1coc(C2=NC(c3ccco3)C(c3ccco3)N2)c1 (configuration not stated),.,0%,8%,-19%,-1%,.,.,13%,2
OCCN=C1CCCc2c1[nH]c1ccc(Cl)cc21,440%[activator],5%,3%,-14%,-9%,.,.,-2%,4
CC1CCCN(Cc2c(O)ccc3c2O/C(=C\c2ccco2)C3=O)C1 (configuration not stated),-25%,?,-5%,?,6%,2,6.0,0%,9
COc1ccc(Nc2nc(N)nc(CSC(=S)N3CCN(c4ccccc4)CC3)n2)cc1,-11%,-6%,-4%,4%,-8%,1,12,22%,-10
COc1ccc(C(N)c2csc(Nc3ccc(C(F)(F)F)cn3)n2)cc1 (configuration not stated),?,.,-2%,.,-15%,.,.,.,-5

# Grouped by structure: the compounds so far with a tert-butyl group
SMILES,12-LOX inh,Vif-APOBEC3F blk,Glioma ERSR ind,RGS4 inhibitor,Vif-APOBEC3G blk,D2 antag,D2 agonist,ERG-DNA inh,LDHA inh
Cn1nnnc1SCC(=O)C(C)(C)C,0%,4%,1%,-10%,-8%,-10,-0.2,-14%,-7
Cc1ccc(C(=O)CSc2nn3c(=O)c(C(C)(C)C)nnc3s2)cc1,13%,-16%,-1%,-13%,0%,4,-1.7,-16%,-4

# Assay outcomes (PubChem BioAssay)

# Only part of the results is shown; rates above refer to the full screens.
